# EPAC2 antag – qHTS for Antagonist of cAMP-regulated guanine nucleotide exchange factor 2 (EPAC2): primary screen | 0.18% of 360,000 active | AID 720708, 2013 | Potency, µM (titrated, usually from 114 µM), inactives show at the highest dose activity, negative = inhibition, most hits filed as inhibitors | EPAC2 GEF exchange of Rap1B-BODIPY-GDP, fluorescence; note: % is set by controls: 0 for no effect and ±100 for the full control effect; nearly all actives have a fitted effect of over 45% in size; many of its hits are not listed in these tables
# Target sequence (Q8WZA2 whole entry, looked up): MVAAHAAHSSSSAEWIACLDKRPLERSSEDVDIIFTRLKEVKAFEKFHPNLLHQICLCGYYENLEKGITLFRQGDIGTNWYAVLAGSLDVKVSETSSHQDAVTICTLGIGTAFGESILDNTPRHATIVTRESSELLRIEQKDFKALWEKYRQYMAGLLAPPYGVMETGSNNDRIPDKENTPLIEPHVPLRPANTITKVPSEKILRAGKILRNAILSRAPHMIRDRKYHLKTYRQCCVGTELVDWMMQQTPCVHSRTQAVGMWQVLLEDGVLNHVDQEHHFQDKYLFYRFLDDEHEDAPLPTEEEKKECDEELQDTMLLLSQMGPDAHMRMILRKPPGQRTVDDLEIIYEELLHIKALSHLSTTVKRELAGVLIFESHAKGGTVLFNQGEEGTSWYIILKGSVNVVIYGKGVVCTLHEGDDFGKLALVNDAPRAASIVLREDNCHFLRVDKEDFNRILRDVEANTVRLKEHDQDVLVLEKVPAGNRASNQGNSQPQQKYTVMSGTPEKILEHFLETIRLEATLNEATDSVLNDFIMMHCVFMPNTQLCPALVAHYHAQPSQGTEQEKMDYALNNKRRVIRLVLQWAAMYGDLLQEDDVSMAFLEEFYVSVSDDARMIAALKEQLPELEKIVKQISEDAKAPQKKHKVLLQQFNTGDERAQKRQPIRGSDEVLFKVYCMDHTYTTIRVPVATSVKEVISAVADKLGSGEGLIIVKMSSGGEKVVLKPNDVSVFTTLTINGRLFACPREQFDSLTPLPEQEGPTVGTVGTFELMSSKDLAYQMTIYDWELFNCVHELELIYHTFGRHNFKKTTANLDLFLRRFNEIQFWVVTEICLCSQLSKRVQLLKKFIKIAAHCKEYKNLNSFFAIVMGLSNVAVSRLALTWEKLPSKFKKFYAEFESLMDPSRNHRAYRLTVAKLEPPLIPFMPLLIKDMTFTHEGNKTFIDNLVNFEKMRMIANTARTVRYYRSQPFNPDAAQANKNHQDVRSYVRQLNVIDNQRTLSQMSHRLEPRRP
# EPAC2 ag – qHTS for Agonist of cAMP-regulated guanine nucleotide exchange factor 4 (EPAC2): primary screen; Rap guanine nucleotide exchange factor 4 (Homo sapiens), Q8WZA2; Potency, µM (top dose mostly 154 µM), inactives show top-dose activation, usual class: activators; 0.079% of 360,000 active; EPAC2 activation, biochemical qHTS; response scale: 100% = 6.5 mM cAMP response; note: nearly all actives have a fitted effect of over 50% in size
#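 Fluorescence exchange assay: 100 nM EPAC2 with 250 nM RAP1B-BODIPY-GDP and 50 uM GDP; compounds tested as a concentration-titration series (qHTS). Loss of Rap1-bound BODIPY-GDP fluorescence read at 480/540 nm; data normalized to 6.5 mM cAMP.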
# aSyn yeast inh – qHTS of alpha-syn Inhibitors; Yeast expressing alpha-synuclein, growth rescue, BacTiter-Glo, 24 h; Potency, µM (titrated, usually from 46.1 µM), for the others: top-dose growth rescue (activation), hits mostly activators; 0.14% of 370,000 active; note: % of control where 0% means no effect; nearly all actives have a fitted effect of over 65% in size
#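 Galactose-induced alpha-syn yeast (OD600=0.02, raffinose-pregrown) + pinned cpd, 24 hr, 30 deg C; growth by BacTiter-Glo luminescence. Growth restoration scores as activation.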
# TDP-43 yeast inh – qHTS of TDP-43 Inhibitors; TDP-43 expressing yeast growth rescue, BacTiter-Glo, 24 h; Potency, µM (series often up to 46.1 µM), without a hit: at the highest dose growth rescue (activation), hits mostly activators; 1.8% of 410,000 active; AID 652104, 2013; note: % of control where 0% means no effect; nearly all actives have a fitted effect of over 50% in size
#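 Readout is BacTiter-Glo luminescence of cell growth, so inhibitors register as activators. TDP-43-expressing yeast at OD600=0.02 in galactose medium, after raffinose pregrowth to mid-log, were incubated with compound for 24 hr at 30 deg C.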
# PTHR1 ag – qHTS for PTHR1 Agonists: Primary Screen | AID 743266, 2014 | Parathyroid hormone/parathyroid hormone-related peptide receptor (Homo sapiens), Q03431 | Potency, µM (doses to about 115 µM), for the others: at the top dose activation, usual class: activators | HEK293 GP2 PTHR1 cells, GloSensor cAMP luminescence, 1 h | 0.075% of 410,000 active; note: nearly all actives have a fitted effect of over 55% in size; some results filed as inactive show a strong effect at the top dose; inactives centre near -15; many of its hits are not listed in these tables
#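 HEK-293-derived GP2 cells expressing PTHR1 and a GloSensor cAMP reporter, 3,000/well, plated overnight, given luciferin plus IBMX (each 0.5 mM as added) for 1 h at 37 °C, then compound for 1 h at 37 °C. Luminescence was read after 15 min at room temperature.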
# EPAC1 antagonist – qHTS for Antagonist of cAMP-regulated guanine nucleotide exchange factor 3 (EPAC1): primary screen. EPAC1 GEF assay, Rap1b-BODIPY-GDP exchange fluorescence. Potency, µM (highest dose often 115 µM), inactives show at the top dose activity change, negative = inhibition, actives largely listed as inhibitors. 0.14% of 360,000 active;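 note: plate controls were vehicle for no effect and positive control for full effect; nearly all actives have a fitted effect of over 50% in size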
# EPAC1 agonist – qHTS for Agonist of cAMP-regulated guanine nucleotide exchange factor 3 (EPAC1): primary screen. Rap guanine nucleotide exchange factor 3 (Homo sapiens), O95398. EPAC1 agonist qHTS, biochemical assay; response scale: 100% = response to 6.5 mM cAMP. Potency, µM (series often up to 154 µM), without a hit: at the highest dose activation, most hits filed as activators. 0.073% of 360,000 active. AID 720707, 2013; note: nearly all actives have a fitted effect of over 60% in size
#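 Normalized to 6.5 mM cAMP, activity reflects EPAC1-catalysed release of BODIPY-GDP from Rap1B, followed kinetically over 30 min at 480 nm excitation, 540 nm emission. Reaction contained 100 nM EPAC1, 250 nM Rap1B-BODIPY-GDP, 50 uM GDP.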
# FUS yeast rescue – qHTS for Suppressors of FUS Proteinopathy: Primary screen using FUS-linked yeast assay. S. cerevisiae FUS-expressing, growth rescue, OD600, 24 h. Potency, µM (top dose mostly 76.6 µM), for the others: at the highest dose growth rescue (activation), hits mostly activators. 0.24% of 390,000 active;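 note: plate controls were DMSO vehicle for no effect and reference control for full effect; nearly all actives have a fitted effect of over 55% in size; some results filed as inactive show a strong effect at the top dose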
#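 Compound concentration series was pinned onto galactose-induced FUS-expressing yeast seeded at OD 0.005. Plates sat 24hr at 30C; absorbance at 600 nm gave growth. DMSO served as background control.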
# Numbers without * were called inactive; i = inactive; ? = inconclusive; . = not tested or not shown; & = joins results of further samples; [ ] = another dose, or the depositor's remark. Calls come from the whole dose curve; as a rule, active = well fitted curve in the direction sought with a large enough effect; inconclusive = small, poorly fitted or top-dose-only effect, or another doubt; inactive = no such curve, though single readings can be large; an effect the other way counts as inactive or inconclusive. Potency is the fitted concentration of half-maximal effect.
SMILES,EPAC2 antag,EPAC2 ag,aSyn yeast inh,TDP-43 yeast inh,PTHR1 ag,EPAC1 antagonist,EPAC1 agonist,FUS yeast rescue
C#CCOCCOCCOCCNc1nc(N2CCN(C(=O)CCCCCCCCCCNC(=O)[C@@H](CCSC)n3cc(CCO)nn3)CC2)nc(N2CCN(C(=O)CCCCCCCCCCNC(=O)[C@H]([C@@H](C)CC)n3cc(CCCCN=C(N)N)nn3)CC2)n1,?,-25%,-64%[inhibitor],5%,-2%,?,3%,8.9µM*
O=C(NC1CCCCC1)N1CCN(c2ccc([N+](=O)[O-])cc2)CC1,1%,-1%,7%,0%,-32%[inhibitor],-8%,-11%,12%
Cc1ccc(S(=O)(=O)n2cccc2/C=C/[N+](=O)[O-])cc1,5%,17%,-58%[inhibitor],-96%[inhibitor],-62%[inhibitor],-18%,-2%,-24%
CCOC(=O)C1=C(O)/C(=C/c2cccc(OC)c2O)N=C1C,-5%,3%,0%,6%,-4%,-6%,2%,-7%
COC(=O)c1c(-c2ccc(C(C)(C)C)cc2)csc1NC(=O)C1C2CCC(O2)C1C(=O)O (configuration not stated),6%,-4%,-38%[inhibitor],-8%,-13%,-6%,-5%,-5%
CCOc1cc(C=O)cc(N=Nc2cccc([N+](=O)[O-])c2)c1O,-9%,0%,-14%,-10%,i,-6%,7%,4%
CCc1ccc2c(CN(C)Cc3ccccc3OC)cc(=O)oc2c1,-20%,12%,4%,-2%,-19%,-21%,15%,8%
O=C(NC1CCOCC1)C1CCC(=O)N(CCc2cccc(F)c2)C1 (configuration not stated),-2%,-5%,0%,4%,i,-5%,-6%,-3%
CCc1ccc(NC(=O)C2CCCN2S(=O)(=O)c2ccc3c(c2)n(C)c(=O)c(=O)n3C)cc1 (configuration not stated),10%,-5%,-1%,14%&-15%,-14%,3%,-2%,-21%&7%
Cc1cccc(N2CCN(C(=O)CSc3ccc4c(c3)OCCO4)CC2)c1C,-4%,23%,-15%[1.84 µM],?,-85%[inhibitor],-2%,-1%,40%
CC(C)NC(=O)c1cc2c(C(F)(F)F)nn(C)c2s1,18%,0%,-1%,?,i,3%,-6%,-1%
Cc1ccc2cc(C3C(C#N)=C(N)Oc4c3ccc3cccnc43)c(=O)[nH]c2c1 (configuration not stated),9%,3%,-2%,-22%,-32%,1%,2%,28µM*
O=C(Cn1cc(C(F)(F)F)ccc1=O)N1CCc2ccccc21,-2%,1%,9%,17%,i,-8%,12%,-20%
CC(C)(C)c1ccc(OCCCNC2CCCC2)cc1,-3%,11%,-3%,-24%[9.22 µM],i,8%,-9%,27%
CCC(=O)Nc1c(-c2ccccc2Cl)c(=O)c2ccccc2n1C,7%,-3%,7%,5%,-20%,19%,-4%,-28%
CCCCN(Cc1cc2cc(C)ccc2[nH]c1=O)C(=O)c1ccccn1,9%,1%,0%,5%,i,-21%,2%,-6%
O=C(COC(=O)/C=C/c1cccc(C(F)(F)F)c1)Nc1ccc(Cl)cn1,-5%,-1%,-5%,5%,-21%,0%,8%,-15%
COc1ccc(CNC(=O)C2CCCN2C(=O)Nc2cccc(Cl)c2)cc1 (configuration not stated),3%,-2%,1%,24%,-3%,17%,-1%,-25%
COC(=O)CN(C)C(=O)c1ccc(OC2CCN(S(=O)(=O)N(C)C)CC2)cc1,5%,-10%,3%,2%,-26%,-27%,-3%,8%
O=C1CSC(c2cccc(F)c2)N1c1ccccc1F (configuration not stated),-1%,1%,13%,16%,i,-2%,9%,-1%
COc1ccc(-c2cc3nc(C)cc(C)n3n2)cc1,7%,2%,-1%,?,-3%,0%,2%,9%
Cc1ccc(Sc2ncccc2C(N)=O)cc1,1%,18%,-10%,-11%,-24%,-11%,8%,29%
O=S(=O)(c1ccccc1)N1CCN(c2ccccc2)CC1,-9%,2%,8%&-1%,5%,i,-11%,-5%,?
COc1ccc(NC(=O)COC(=O)C2CC3C=CC2C3)cc1 (configuration not stated),2%,1%,2%,14%,-4%,-8%,20%,1%
COc1cccc(CNCCSc2nnnn2C)c1OC,7%,8%,-6%,-25%,i,7%,-4%,?
SMILES,EPAC2 antag,EPAC2 ag,aSyn yeast inh,TDP-43 yeast inh,PTHR1 ag,EPAC1 antagonist,EPAC1 agonist,FUS yeast rescue
Cc1nn2c(-c3ccc(Cl)cc3Cl)nnc2s1,7%,9%,-5%,12%,i,9%,6%,-9%
COc1ccc(Cc2c(C(C)(C)C)nc3ccc(Cl)cn23)c(C)c1,-7%,6%,?,28%,-15%,-13%,13%,4%
O=C(OCc1ccccc1)c1cnc(Cl)c(Cl)c1,-7%,8%,0%,-3%,-7%,-11%,-3%,-1%
CCN1CCCC1CNC(=O)C1c2ccccc2C(=O)N(CCOC)C1c1ccc(F)cc1 (configuration not stated),19%,1%,-14%,22%,24%,14%,0%,17%
Cc1c(NC(=O)C(C)OC(=O)c2ccc([N+](=O)[O-])cc2Cl)c(=O)n(-c2ccccc2)n1C (configuration not stated),23%,-1%,0%,7%,i,2%,-3%,-24%
CN(C)C(CNC(=O)c1ccc(OCc2cn3ccccc3n2)cc1)c1ccco1 (configuration not stated),8%,13%,-10%,1%,-27%,3%,9%,-17%
COc1cc(OC)c2c3c(c(C4CCCCC4)nc2c1)CCCC3,17%,9%,4%,0%,13%,6%,-2%,-13%
COc1ccc(OCC(=O)N/N=C2\CCCCc3ccccc32)cc1,-13%,6%,9%,24%,i,?,1%,8%
Cc1cc(C(=O)CSc2nnc(-c3cccnc3)n2-c2ccccc2F)c(C)n1C,5%,8%,-4%,-8%,i,8%,5%,34%
CC1=C(C(=O)OC2CCCCCC2)C(c2ccc(C)o2)C2=C(CCCC2=O)N1 (configuration not stated),0%,-1%,-8%,-15%,i,-1%,6%,5%
Cc1nc2sc(C(c3ccco3)N3CCN(c4cccc(Cl)c4)CC3)c(O)n2n1 (configuration not stated),-8%,8%,13%,2%,i,-12%,5%,26%
COc1ccccc1Cn1c(=O)c2ccccc2n2c(SCc3csc(C)n3)nnc12,-3%,-7%,20%,11%,-23%[57.5 µM],11%,6%,31%
CN(C(=O)c1ccno1)c1nnc(-c2cccnc2)s1,5%,-7%,-2%,-4%,i,4%,-2%,27%
COc1ccc(NC(=O)C(NC(=O)c2ccc(C)cc2)c2ccccc2)cc1 (configuration not stated),8%,9%,0%,17%,0%,4%,3%,-8%
O=C(O)c1ccccc1-c1nnc2c(Cl)cc(C(F)(F)F)cn12,2%,6%,-1%,2%,i,-23%,0%,6%
COc1cccc(N(CC(=O)NCC2CCCO2)C(=O)CNS(=O)(=O)c2ccccc2)c1 (configuration not stated),3%,7%,3%,-11%,?,-24%,7%,30%
Cc1cc(C)cc(OCC(=O)NNC(=S)NC(=O)C2CC2)c1,0%,6%,-13%,?,-13%,-27%,6%,0%
CCN(CC)CC(O)COCCC12CC3CC(CC(C3)C1)C2 (configuration not stated),7%,2%,-6%,-26%,i,18%,1%,10%
Cc1nc2c(O)cccc2cc1CO,-9%,-1%,-1%,10%,i,-15%,2%,-14%
Cc1ccc(S(=O)(=O)N2CCC(C(=O)Nc3ccc4c(c3)COC4=O)CC2)cc1,-2%,4%,-2%,-20%,i,5%,2%,?
CC(C)(C)C(=O)NC1=NN(c2c(Cl)cc(Cl)cc2Cl)C(=O)C1,-1%,9%,?,16%,-16%,-15%,-5%,25%
CCOc1ccc(OCC)c(NC(=O)C2CCN(c3cnccn3)CC2)c1,1%,0%,0%,29%&26%,0%,7%,4%,25%&9%
CC(C)N=C(NS(=O)(=O)NC(=O)c1ccccc1)c1ccccc1,18%,10%,-1%,5%,-17%,13%,10%,-15%
Cc1nn(Cc2ccccc2)c2c1C(c1ccccc1)C(C#N)=C(N)O2 (configuration not stated),-2%,-3%,1%,-1%,i,2%,-6%,6%
O=C(C(c1ccccc1)c1ccccc1)N1CC[C@@]2(O)CCCC[C@H]2C1,-3%,13%,1%,-12%,?,-18%,-4%,30%
SMILES,EPAC2 antag,EPAC2 ag,aSyn yeast inh,TDP-43 yeast inh,PTHR1 ag,EPAC1 antagonist,EPAC1 agonist,FUS yeast rescue
CN(C(=O)c1nn(C)c2c1CSc1ccccc1-2)c1ccccc1Cl,-25%,14%,-13%,26%,-4%,2%,21%,26%
COc1ccc(C(=O)NCCC2=CCCCC2)cc1S(=O)(=O)N1CCOCC1,-3%,-5%,1%,13%,-33%[inhibitor],4%,0%,-1%
CN(C(=O)c1ccccc1Cl)c1ccccc1,-1%,-2%,1%,-3%,-3%[57.5 µM],1%,5%,-2%
Nn1c(SCC(=O)Nc2ccc3c(c2)OCCO3)nncc1=O,-3%,5%,-1%,-20%,4%,-13%,-12%,35%
NC(=O)[C@H]1CC2(CC(c3cccc(NC(=O)COc4ccc(Cl)cc4)c3)=NO2)CN1C(=O)CC(c1ccccc1)c1ccccc1 (some centres not stated),-16%,7%,2%,15%,i,-20%,-4%,44%
O=C(N/C(=C/c1cccnc1)C(=O)N1CCCCCC1)c1cccc(Br)c1,14%,6%,0%,16%,i,15%,-8%,11%
Cc1ncoc1C(=O)N1CCCC(CCC(=O)NCc2ccccc2F)C1 (configuration not stated),4%,1%,3%,.,-9%,-22%,5%,8%
O=C(O)c1cc(NS(=O)(=O)c2ccc(N3CCCCC3)c([N+](=O)[O-])c2)cc(C(=O)O)c1,-9%,0%,-1%,-8%,i,-15%,0%,-6%

# A draw from above in order of count of non-hydrogen atoms, lowest first:
SMILES,EPAC2 antag,EPAC2 ag,aSyn yeast inh,TDP-43 yeast inh,PTHR1 ag,EPAC1 antagonist,EPAC1 agonist,FUS yeast rescue
CN(C(=O)c1ccccc1Cl)c1ccccc1,-1%,-2%,1%,-3%,-3%[57.5 µM],1%,5%,-2%
Nn1c(SCC(=O)Nc2ccc3c(c2)OCCO3)nncc1=O,-3%,5%,-1%,-20%,4%,-13%,-12%,35%
O=C(N/C(=C/c1cccnc1)C(=O)N1CCCCCC1)c1cccc(Br)c1,14%,6%,0%,16%,i,15%,-8%,11%
COc1ccc(C(=O)NCCC2=CCCCC2)cc1S(=O)(=O)N1CCOCC1,-3%,-5%,1%,13%,-33%[inhibitor],4%,0%,-1%

# This is a subset; rates above refer to the full screens.
